Compound activity (PubChem)
TcdB inh – TcdB glycohydrolase inhibition. 0.24% of 350,000 active. TcdB glycohydrolase enzymatic assay, plate reader. P18177. AID 652162. inhibition, % at 9.99 µM; in the data active = inhibition above about 10%
* hit, by the source's call. This is a subset; the hit share may differ from the screen's.

structure	TcdB inh
Cc1cccc(-c2ccc([C@H]3[C@H]4CN(S(=O)(=O)c5ccccc5C)CCCCN4[C@H]3CO)cc2)c1	1.1
C[C@@H]1CCCCO[C@H](CN(C)S(=O)(=O)c2ccc(F)cc2)[C@@H](C)CN([C@H](C)CO)C(=O)c2cc(NS(C)(=O)=O)ccc2O1	-0.7
N#C[C@@H]1[C@@H](c2ccc(C3=CCCC3)cc2)[C@@H](CO)N1c1nc(-c2ccccc2)cs1	-2.9
O=C(C[C@H]1C[C@@H]2c3cc(NC(=O)c4cccnc4)ccc3O[C@@H]2[C@@H](CO)O1)NCc1ccccc1F	-0.5
CO[C@@H](CN(C)Cc1ccc2c(c1)OCO2)[C@H](C)CN(C(=O)c1ccccc1)[C@@H](C)CO	-0.2
CNC(=O)C[C@@H]1CC[C@H]2[C@@H](COc3ccc(NC(=O)Nc4ccc(Cl)cc4)cc3C(=O)N2C)O1	-1.4
O=C(Cc1ccncc1)NCC[C@H]1CC[C@H](NC(=O)Nc2cccc(F)c2)[C@H](CO)O1	0.2
O=C(C[C@@H]1C=C[C@H](NC(=O)CC2CC2)[C@H](CO)O1)NCc1ccccc1	-0.2
COc1ccc(NC(=O)Nc2ccc3c(c2)CC(=O)N([C@@H](C)CO)C[C@H](C)[C@@H](CN(C)S(=O)(=O)c2ccccc2)O3)cc1	-1.0
COCC(=O)Nc1ccc2c(c1)C(=O)N(C)C[C@H](OC)[C@H](C)CN(C(=O)Cc1cccnc1)[C@H](C)CO2	-0.4
Cc1ccc(S(=O)(=O)Nc2ccc3c(c2)C(=O)N([C@H](C)CO)C[C@@H](C)[C@@H](CN(C)C(=O)C2CCCCC2)OCCCC[C@@H](C)O3)cc1	-1.0
Cc1ccc(-c2ccc3c(c2)O[C@@H](CN(C)C(=O)Nc2ccc(C(F)(F)F)cc2)[C@H](C)CN([C@H](C)CO)S3(=O)=O)cc1	-1.3
CN(C)C(=O)C[C@H]1C=C[C@@H](NC(=O)NC2CCCCC2)[C@H](CO)O1	-1.1
CC(C)NC(=O)Nc1cccc2c1O[C@@H](CN(C)S(=O)(=O)c1ccc(F)cc1)[C@H](C)CN([C@H](C)CO)C2=O	0.9
COCC(=O)Nc1ccc2c(c1)[C@@H]1C[C@H](CC(=O)NCc3ccc4c(c3)OCO4)O[C@H](CO)[C@@H]1O2	0.4
OC[C@H]1[C@H]2c3ccccc3NC[C@H]2N1CC1CCCCC1	-0.9
CN1[C@H](C(=O)NCC2CCCCC2)[C@@H](CO)[C@@H]2Cn3c(ccc(-c4cccnc4)c3=O)[C@@H]21	-0.6
CC(C)CC#Cc1cnc2c(c1)C(=O)N([C@H](C)CO)C[C@@H](C)[C@@H](CN(C)C(=O)c1cccc(F)c1)O2	2.5
CO[C@@H]1CN(C)C(=O)c2cc(NS(C)(=O)=O)ccc2OC[C@H](C)N(CC2CCCCC2)C[C@H]1C	-1.3
O=C(C[C@H]1CC[C@H](NC(=O)Cc2ccccn2)[C@@H](CO)O1)NCCCN1CCOCC1	0.3
COc1cccc(-c2ccc3c(c2)[C@H]2[C@H](CCN2S(=O)(=O)c2ccccc2C)[C@H](CO)N3)c1	0.3
COCC(=O)N1C[C@@H](C)[C@@H](OC)CN(C)C(=O)c2cc(NC(=O)Nc3cccc(F)c3)ccc2OC[C@@H]1C	-0.2
CN1c2ccc(-c3cccc(F)c3)cc2[C@@H]2[C@@H](CCN2C(=O)c2ccc3c(c2)OCO3)[C@@H]1CO	1.8
CCC(=O)Nc1ccc2c(c1)C(=O)N(C)C[C@H](OC)[C@H](C)CN(C(=O)COC)[C@H](C)CO2	-0.4
O=C(NC1CCC1)[C@@H]1[C@@H](CO)[C@@H]2Cn3c(ccc(-c4ccncc4)c3=O)[C@H]1N2Cc1cocn1	0.6
CN(C)CC(=O)Nc1ccc2c(c1)[C@@H]1C[C@H](CC(=O)NCc3ccccn3)O[C@@H](CO)[C@@H]1O2	-0.4
CC=Cc1ccc2n(c1=O)C[C@@H]1[C@@H](CO)[C@H](C(=O)NC3CCCC3)N(Cc3ccccc3)[C@H]21 (mixture of isomers)	-3.0
C[C@H](CO)N1C[C@H](C)[C@H](CN(C)Cc2ccccc2)OCCCC[C@H](C)Oc2ccc(NC(=O)CCC(F)(F)F)cc2C1=O	-0.3
O=C(C[C@@H]1CC[C@@H]2[C@H](COC[C@@H](O)CN2Cc2ccc(Oc3ccccc3)cc2)O1)N1CCN(c2ccccc2)CC1	1.0
C[C@@H]1CN([C@H](C)CO)C(=O)Cc2cc(NS(=O)(=O)c3ccccc3)ccc2O[C@H]1CN(C)CC1CC1	0.6
COc1ccc2c3c([nH]c2c1)[C@@H](CO)N(Cc1ccccc1Cl)CC31CCN(C(=O)C2CC2)CC1	-2.0
Cc1ccc(S(=O)(=O)Nc2ccc3c(c2)C(=O)N([C@@H](C)CO)C[C@H](C)[C@@H](CN(C)C(=O)Nc2cccc4ccccc24)O3)cc1	-1.3
C=CCNC(=O)[C@@H]1[C@H]2C(=O)O[C@H](c3ccccc3)[C@H](c3ccccc3)N2[C@H](c2ccccc2OCCO)[C@@]12C(=O)N(C(=O)OCCOC)c1ccc(C#CCC(C(=O)OC)C(=O)OC)cc12	0.1
O=C(C[C@@H]1CC[C@H]2[C@@H](COC[C@@H](O)CN2C(=O)C2CC2)O1)NCc1ccccc1Cl	-0.7
COCC(=O)N1CCCCN2[C@@H](CO)[C@H](c3ccc(-c4ccccc4)cc3)[C@@H]2C1	2.1
CCCN1[C@@H]2c3ccc(C4=CCCC4)c(=O)n3C[C@@H]2[C@@H](CO)[C@@H]1C(=O)NC1Cc2ccccc2C1	-1.6
CNC(=O)C[C@H]1CC[C@H]2[C@H](COc3ccc(NC(=O)Nc4cccc(C)c4)cc3C(=O)N2C)O1	0.7
O=C(C[C@@H]1CC[C@H]2[C@@H](COC[C@H](O)CN2C(=O)Nc2cccc(Cl)c2)O1)NCc1ccccc1F	-0.6
Cc1ccc(S(=O)(=O)N(C)C[C@H]2Oc3c(NC(=O)c4ccc(-c5nccs5)cc4)cccc3C(=O)N([C@H](C)CO)C[C@@H]2C)cc1	-0.2
C/C=C/c1cnc2c(c1)C(=O)N([C@H](C)CO)C[C@H](C)[C@H](CN(C)Cc1ccncc1)O2	0.1
C[C@H]1CN([C@@H](C)CO)C(=O)c2cccc(NC(=O)c3ccncc3)c2O[C@H]1CN(C)S(C)(=O)=O	0.7
CC(C)C#Cc1cnc2c(c1)C(=O)N([C@@H](C)CO)C[C@@H](C)[C@H](CN(C)Cc1ccccc1)O2	1.4
C[C@H]1CN([C@@H](C)CO)C(=O)c2cccc(NC(=O)NC3CCCCC3)c2O[C@@H]1CN(C)Cc1ccncc1	0.1
CCCC#Cc1cnc2c(c1)C(=O)N([C@@H](C)CO)C[C@@H](C)[C@@H](CN(C)C(=O)c1ccc(F)cc1)O2	-0.2
CCC(=O)Nc1ccc2c(c1)C(=O)N(C)C[C@H](OC)[C@@H](C)CN(Cc1ccccc1F)[C@H](C)CO2	0.2
CN(C[C@H]1[C@H](c2ccccc2)[C@@H](CO)N1C(=O)C1CCC1)C(=O)c1ccccn1	-0.2
O=C(NCC[C@@H]1CC[C@H](NC(=O)c2cccnc2)[C@@H](CO)O1)Nc1ccc(C(F)(F)F)cc1	-1.7
C[C@@H]1CN([C@H](C)CO)S(=O)(=O)c2ccc(C#C[C@@H](C)O)cc2O[C@H]1CN(C)C(=O)C1CCCCC1	0.3
N#C[C@H]1[C@@H](c2ccc(-c3ccccc3)cc2)[C@H](CO)N1C(=O)Cc1ccccc1	-0.9
Cc1ccccc1-c1ccc([C@@H]2[C@H](CO)N3CCCCN(C(=O)CN4CCOCC4)C[C@@H]23)cc1	-1.1
C[C@@H]1CCCCO[C@@H](CN(C)S(=O)(=O)c2cccs2)[C@H](C)CN([C@H](C)CO)C(=O)c2cc(NS(=O)(=O)c3cccs3)ccc2O1	0.3
O=C(C1CCCC1)N1CC(=O)N2[C@H](C1)[C@@H](c1ccc(-c3cccnc3)cc1)[C@@H]2CO	-0.3
COc1ccc2c3c(n(C)c2c1)[C@H](CO)N(Cc1ccncc1)CC31CCN(C(=O)Nc2cccc(F)c2)CC1	-5.6
CN1[C@@H]2Cn3c(ccc(-c4ccncc4)c3=O)[C@H]1[C@@H](C(=O)NC1CCCCC1)[C@@H]2CO	-0.1
C[C@H](CO)N1C[C@H](C)[C@@H](CN(C)C(=O)C2CCCCC2)OCCCC[C@H](C)Oc2ccc(NS(=O)(=O)c3ccc(F)cc3)cc2C1=O	-0.3
C[C@@H]1CN([C@@H](C)CO)C(=O)c2cc(NC(=O)CCCN(C)C)ccc2O[C@@H](C)CCCCO[C@H]1CN(C)C(=O)Nc1ccc2c(c1)OCO2	0.2

Continued:
structure	TcdB inh
O=C(Nc1ccccc1F)N[C@H]1CC[C@H](CCNC(=O)C2CCCC2)O[C@H]1CO	-0.8
C[C@H]1CN([C@@H](C)CO)C(=O)Cc2cc(NC(=O)Nc3ccccc3)ccc2O[C@@H]1CN(C)S(=O)(=O)c1cccs1	-0.8
Cc1noc(C)c1NC(=O)NCC[C@@H]1CC[C@H](NC(=O)Nc2cccc(F)c2)[C@H](CO)O1	-0.6
CO[C@@H]1CN(C)C(=O)c2cc(NS(=O)(=O)c3c(C)noc3C)ccc2OC[C@@H](C)NC[C@@H]1C	0.0
CCCC#Cc1cnc2c(c1)C(=O)N([C@H](C)CO)C[C@@H](C)[C@H](CN(C)C(=O)c1cnccn1)O2	0.5
COc1ccc(S(=O)(=O)Nc2ccc3c(c2)C(=O)N([C@@H](C)CO)C[C@H](C)[C@@H](CN(C)C(=O)Nc2ccc(C(F)(F)F)cc2)O3)cc1	-1.2
CN(C)CCCNC(=O)[C@H]1[C@H](CO)[C@H]2Cn3c(cccc3=O)[C@H]2N1C(=O)Nc1ccccc1	-1.0
COCC(=O)N1CC(=O)N2[C@H](CO)[C@H](c3ccc(C#CC4CC4)cc3)[C@H]2C1	-0.2
CO[C@H](CN(C)Cc1cc(F)ccc1F)[C@H](C)CN([C@@H](C)CO)S(=O)(=O)c1ccc(Cl)cc1	-0.1
C[C@H]1CN([C@@H](C)CO)C(=O)c2cc(-c3ccc(F)cc3)cnc2O[C@H]1CN(C)CC1CCCCC1	-0.9
COc1ccc2c3c([nH]c2c1)[C@@H](CO)N(Cc1cc(F)ccc1F)CC31CN(C)C1	1.1
C[C@@H]1CCCCO[C@H](CN(C)Cc2ccccc2)[C@@H](C)CN([C@H](C)CO)C(=O)c2cc(NS(=O)(=O)c3cn(C)cn3)ccc2O1	-2.3
CC(=O)N(C)C[C@H]1Oc2ncc(C#Cc3ccncc3)cc2C(=O)N([C@H](C)CO)C[C@H]1C	-0.9
CCN(C[C@@H]1[C@H](c2ccccc2)[C@@H](CO)N1C(=O)COC)S(C)(=O)=O	-0.9
C[C@H](CO)N1C[C@H](C)[C@H](CN(C)C(=O)Nc2ccc3c(c2)OCO3)Oc2c(NC(=O)NC3CCCCC3)cccc2C1=O	0.6
C[C@H]1CN([C@@H](C)CO)C(=O)c2ccccc2-c2ccccc2CO[C@H]1CN(C)C(=O)[C@H](Cc1ccccc1)N(C)C	-0.2

4 of these compounds, set out differently:
COc1ccc2c3c([nH]c2c1)[C@@H](CO)N(Cc1cc(F)ccc1F)CC31CN(C)C1
- TcdB inh = 1.1
C[C@H]1CN([C@@H](C)CO)C(=O)c2cc(-c3ccc(F)cc3)cnc2O[C@H]1CN(C)CC1CCCCC1
- TcdB inh = -0.9
C[C@H](CO)N1C[C@H](C)[C@H](CN(C)C(=O)Nc2ccc3c(c2)OCO3)Oc2c(NC(=O)NC3CCCCC3)cccc2C1=O
- TcdB inh = 0.6
CCN(C[C@@H]1[C@H](c2ccccc2)[C@@H](CO)N1C(=O)COC)S(C)(=O)=O
- TcdB inh = -0.9

The list continues:
structure	TcdB inh
CCCN(C)C[C@H]1Oc2ncc(-c3cccnc3)cc2C(=O)N([C@@H](C)CO)C[C@H]1C	0.4
CN1CCN(C(=O)C[C@H]2C[C@@H]3c4cc(NC(=O)C5CCOCC5)ccc4O[C@@H]3[C@H](CO)O2)CC1	1.3
COc1ccccc1NC(=O)N[C@H]1C=C[C@@H](CC(=O)NCc2ccc(Cl)c(Cl)c2)O[C@H]1CO	0.0
C[C@@H]1CN([C@@H](C)CO)C(=O)c2cc(C#CC3(O)CCCC3)cnc2O[C@H]1CN(C)Cc1ccncc1	0.1
CC=Cc1ccc2n(c1=O)C[C@H]1[C@H](CO)[C@@H](C(=O)OC)[C@@H]2N1CC1CC1 (mixture of isomers)	-0.2
COc1ccc2c3c([nH]c2c1)[C@H](CO)N(Cc1ccccn1)CC31CCN(Cc2cccc(F)c2)CC1	-3.6
C[C@H]1CN([C@@H](C)CO)C(=O)c2cccc(NC(=O)Nc3ccc(F)cc3)c2O[C@H]1CN(C)Cc1ccc(Oc2ccccc2)cc1	-0.5
C#CCNC(=O)C1=C[C@@H](C(C)(C)C)[C@H](CCCO)[C@@H](OCC)O1	-2.6
CN(C)C(=O)[C@H]1[C@H](CO)[C@H]2Cn3c(cccc3=O)[C@H]2N1C(=O)C1CCC1	-0.6
